Screening results deposited in PubChem by several laboratories.
IMP-1 inh: blocks Pseudomonas aeruginosa IMP-1 metallo-beta-lactamase; inhibition, % at 5.6 µM; purified IMP-1, nitrocefin hydrolysis, epi-absorbance fluorescence; 290,000 tested, 0.45% active;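 active = inhibition above the mean plus 3 SD of all compounds in the same screening run, cut at about 4.5% in these data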;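 note: 0% = IMP-1 with DMSO and 100% = DMSO wells lacking enzyme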
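Assay system: purified recombinant IMP-1 beta-lactamase. Input: IMP-1 0.2 nM before substrate addition. Buffer or medium: Zinc- and detergent-supplemented HEPES buffer, pH 7.1. Schedule: 25 °C, 15 min preincubation, 25 min reaction. Signal: Epi-absorbance fluorescence, 480 nm excitation, 530 nm emission. Evaluation: percent inhibition from optical density relative to buffer-blank wells.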
VIM-2 inhibitor: blocks Pseudomonas aeruginosa VIM-2 metallo-beta-lactamase; purified VIM-2, nitrocefin hydrolysis, epi-absorbance fluorescence; inhibition, % at 5.6 µM; 290,000 tested, 0.89% active;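 active = inhibition above the mean of all tested compounds plus 3 SD, cutoff set per screening run, cut at about 7.5% in these data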;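 note: red hydrolysis product quenches plate fluorescence so inhibitors raise well fluorescence; 0% = enzyme with DMSO and 100% = DMSO without enzyme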
IDE act: IDE (human) activation, cell-based. HEK cells, FAbeta-B cleavage, fluorescence polarization; 0% vehicle, 100% cell-free pure enzyme wells. 340,000 tested, 0.073% active. P14735. activation, % at 5.96 µM. AID 493087;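 active = activation above the mean of all tested compounds plus 3 SD, set per screening campaign, cut at about 17% in these data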
Target sequence (P14735 whole entry, looked up): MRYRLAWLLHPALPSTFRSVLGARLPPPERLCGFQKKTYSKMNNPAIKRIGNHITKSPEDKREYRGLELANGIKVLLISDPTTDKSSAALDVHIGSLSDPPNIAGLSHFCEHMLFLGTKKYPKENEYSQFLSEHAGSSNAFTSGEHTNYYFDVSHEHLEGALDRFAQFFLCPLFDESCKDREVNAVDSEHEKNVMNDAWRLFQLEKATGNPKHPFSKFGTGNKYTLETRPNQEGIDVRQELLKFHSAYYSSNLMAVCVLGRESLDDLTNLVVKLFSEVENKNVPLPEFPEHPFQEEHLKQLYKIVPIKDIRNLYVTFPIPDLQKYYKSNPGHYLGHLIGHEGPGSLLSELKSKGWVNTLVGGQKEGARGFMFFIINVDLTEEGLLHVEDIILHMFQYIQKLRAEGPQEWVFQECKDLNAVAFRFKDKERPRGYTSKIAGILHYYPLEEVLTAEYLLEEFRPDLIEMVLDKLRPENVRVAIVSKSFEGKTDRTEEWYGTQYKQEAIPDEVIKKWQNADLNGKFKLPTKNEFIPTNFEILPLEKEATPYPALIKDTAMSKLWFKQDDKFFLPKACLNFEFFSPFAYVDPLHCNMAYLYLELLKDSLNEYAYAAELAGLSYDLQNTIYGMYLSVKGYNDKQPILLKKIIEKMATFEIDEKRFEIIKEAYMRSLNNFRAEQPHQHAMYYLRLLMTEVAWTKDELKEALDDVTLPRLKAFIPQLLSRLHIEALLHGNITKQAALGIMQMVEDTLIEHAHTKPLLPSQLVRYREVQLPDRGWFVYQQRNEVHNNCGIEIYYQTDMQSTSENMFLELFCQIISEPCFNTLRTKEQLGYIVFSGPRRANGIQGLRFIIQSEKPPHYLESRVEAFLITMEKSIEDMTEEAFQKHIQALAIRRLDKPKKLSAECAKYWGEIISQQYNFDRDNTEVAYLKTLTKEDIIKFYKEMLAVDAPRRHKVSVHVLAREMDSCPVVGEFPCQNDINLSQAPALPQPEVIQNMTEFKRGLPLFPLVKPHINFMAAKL
FID counter: displaces DNA intercalator in HCV helicase counter-screen; DNA fluorescent intercalator displacement, fluorescence; inhibition, % at 7.9 µM; 290,000 tested, 0.17% active; AID 1845; in the data active = inhibition above about 37%;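 note: 0% = vehicle and 100% = reference compound; higher means more ethidium bromide displaced from hairpin DNA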
MEKK3 PB1 HTS: modulators (inhibitors or enhancers) of MEK5 binding to human MEKK3 PB1 domain; Q99759; bead-based flow cytometry, Alexa488-MEK5 binding to MEKK3; actives lie on both sides; 0 = blocked by unlabeled MEK5, 100 = vehicle; binding response (% of control), % at 10 µM; 290,000 tested, 1.4% active;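 active = binding response more than 3 SD above or below the average of its plate-row segment, actives on both sides; inconclusive = wells at one plate position flagged as instrument error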;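 note: Alexa488 bead fluorescence after subtracting the streptavidin-only scavenger bead signal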
PHOSPHO1 block: inhibitors of human PHOSPHO1 phosphatase | 290,000 tested, 1.1% active | inhibition, % at 13.3 µM | recombinant PHOSPHO1, absorbance phosphatase assay; in the data active = inhibition above about 60%
NS3 helicase inh: inhibitors of Hepatitis C virus NS3 helicase; NS3 helicase DNA unwinding, Cy5 molecular beacon fluorescence; inhibition, % at 10.9 µM; 290,000 tested, 0.56% active; AID 1800;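 active = inhibition above the mean of all tested compounds plus 3 SD, set per campaign, cut at about 35% in these data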;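 note: 0% = DMSO wells and 100% = thioflavine S control wells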
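Material: hepatitis C virus NS3 helicase domain fragment enzyme; measured by: Cy5 fluorescence, 0 and 60 min reads; control set: DMSO and thioflavine S; incubation: 60 min unwinding reaction at 25 °C after ATP addition; read-out basis: % inhibition from 60/0 min fluorescence ratio, DMSO 0%, thioflavine S 100%; repeats: singlicate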
pCIP destab: p/CIP protein destabilization. Q05BA5. F442A p/CIP-EGFP cells, EGFP fluorescence, 16 h. decrease of EGFP signal, % at 10 µM. 290,000 tested, 0.01% active;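 active = EGFP signal decrease of at least 30% at 10 µM or well 3 SD below plate mean, unless failing retest; inactive = the rest, including hits failing retest or dose response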; note: some compounds called inactive have numbers as strong as hits; many of its hits are not listed in these tables
UBC9 SUMO inh: SUMOylation inhibition | P63279 | HTRF SUMOylation assay, SAE1/SAE2 + UBC9, in vitro | inhibition, % at 35 µM | 290,000 tested, 0.36% active; in the data active = inhibition above about 50%, passing the limit was not always enough; inconclusive = no clear call, values can overlap the other calls; note: strong numbers were not always called active
* marks the source's active call; other numbers are inactive results. This is a subset; the hit share may differ from the screen's.

Results for COc1ccc(C2C=C(c3ccccc3)Nc3ncnn32)cc1 (stereo unspecified) ?
IMP-1 inh: -0.9; VIM-2 inhibitor: -1.0; IDE act: -0.9; FID counter: -9.5; MEKK3 PB1 HTS: 102.0; PHOSPHO1 block: 34.5; NS3 helicase inh: -4.1; pCIP destab: 3.5; UBC9 SUMO inh: 43.9

How did O=C(CSCc1ccc(Cl)cc1Cl)Nc1c[nH]c(=O)[nH]c1=O do in these assays?
IMP-1 inh: -2.3; VIM-2 inhibitor: -3.1; IDE act: 0.1; FID counter: 5.5; MEKK3 PB1 HTS: 105.0; PHOSPHO1 block: -13.9; NS3 helicase inh: 0.7; pCIP destab: -11.5; UBC9 SUMO inh: 14.8

How did COc1ccc(-c2nn(-c3ccccc3)cc2C=O)cc1[N+](=O)[O-] do in these assays?
IMP-1 inh: 0.4; VIM-2 inhibitor: -1.5; IDE act: 2.7; FID counter: 9.4; MEKK3 PB1 HTS: 100.0; PHOSPHO1 block: 18.5; NS3 helicase inh: -0.5; pCIP destab: -2.6; UBC9 SUMO inh: 1.5

How did CCOc1ccc(Cl)cc1S(=O)(=O)N1CCC(C(=O)NC2CC2)CC1 do in these assays?
IMP-1 inh: -2.0; VIM-2 inhibitor: 0.2; IDE act: 1.9; FID counter: -9.5; MEKK3 PB1 HTS: 100.0; PHOSPHO1 block: 30.5; NS3 helicase inh: 6.6; pCIP destab: -21.5; UBC9 SUMO inh: 8.5

How did C=CCCc1ccc(C#N)c(SCc2c(C(=O)OCC)c3cc(OC(C)=O)c(Br)cc3n2C)n1 do in these assays?
IMP-1 inh: -3.9; VIM-2 inhibitor: -1.9; IDE act: -4.2; FID counter: -10.2; MEKK3 PB1 HTS: 103.0; PHOSPHO1 block: 3.4; NS3 helicase inh: 3.8; pCIP destab: -29.5; UBC9 SUMO inh: -6.1

Results for CC1(C)OC(=O)N2CCc3ccccc3C21C (stereo unspecified) ?
IMP-1 inh: 1.2; VIM-2 inhibitor: -0.4; IDE act: 2.5; FID counter: -6.6; MEKK3 PB1 HTS: 129.0*; PHOSPHO1 block: -6.8; NS3 helicase inh: 9.8; pCIP destab: -8.2; UBC9 SUMO inh: 12.1

How did COc1nc(Nc2cccc([N+](=O)[O-])c2)nc(OC)n1 do in these assays?
IMP-1 inh: -0.4; VIM-2 inhibitor: -0.4; IDE act: 5.6; FID counter: 8.9; MEKK3 PB1 HTS: 110.0; PHOSPHO1 block: -91.0; NS3 helicase inh: -1.4; pCIP destab: -12.2; UBC9 SUMO inh: 15.8

What do the screens show for `Oc1ccc(-c2nc3ccccc3s2)cc1`?
IMP-1 inh: -1.6; VIM-2 inhibitor: -1.5; IDE act: -0.4; FID counter: -6.5; MEKK3 PB1 HTS: 111.0; PHOSPHO1 block: 7.2; NS3 helicase inh: 8.5; pCIP destab: -5.4; UBC9 SUMO inh: 16.7

Results for Cc1cccc(NC(=S)Nc2cccc(C(F)(F)F)c2)n1 ?
IMP-1 inh: -4.8; VIM-2 inhibitor: -2.7; IDE act: 3.4; FID counter: -6.2; MEKK3 PB1 HTS: 98.0; PHOSPHO1 block: 9.4; NS3 helicase inh: -17.7; pCIP destab: 19.7; UBC9 SUMO inh: -11.0

Results for O=C(Nc1ncn[nH]1)c1c(Cl)ccc(Cl)c1Cl ?
IMP-1 inh: 3.8; VIM-2 inhibitor: 1.5; IDE act: -3.1; FID counter: 0.8; MEKK3 PB1 HTS: 93.0; PHOSPHO1 block: 20.8; NS3 helicase inh: 2.8; pCIP destab: -8.2; UBC9 SUMO inh: -5.6

What do the screens show for `CCOc1ccc(NC(=O)c2ccc(S(=O)(=O)N(C)C)cc2)cc1`?
IMP-1 inh: -3.4; VIM-2 inhibitor: -2.6; IDE act: -8.9; FID counter: -6.0; MEKK3 PB1 HTS: 112.0; PHOSPHO1 block: 6.3; NS3 helicase inh: -1.4; pCIP destab: 1.1; UBC9 SUMO inh: -12.0

Results for O=S(=O)(Nc1ccc(Br)cn1)c1cccs1 ?
IMP-1 inh: -2.8; VIM-2 inhibitor: -2.1; IDE act: -2.9; FID counter: 0.3; MEKK3 PB1 HTS: 105.0; PHOSPHO1 block: 34.9; NS3 helicase inh: 1.3; pCIP destab: -3.8; UBC9 SUMO inh: 4.5

How did O=C(Nc1ccccc1C(=O)Nc1ccncc1)c1ccc([N+](=O)[O-])cc1 do in these assays?
IMP-1 inh: -3.1; VIM-2 inhibitor: 1.1; IDE act: 8.9; FID counter: 5.7; MEKK3 PB1 HTS: 102.0; PHOSPHO1 block: 15.1; NS3 helicase inh: -5.0; pCIP destab: -1.9; UBC9 SUMO inh: -2.2

How did CCC(C)(C)NC(=O)CSc1nc(Cc2ccccc2)nc2ccccc12 do in these assays?
IMP-1 inh: -2.9; VIM-2 inhibitor: -3.3; IDE act: 2.1; FID counter: -34.2; MEKK3 PB1 HTS: 104.0; PHOSPHO1 block: 29.1; NS3 helicase inh: -6.8; pCIP destab: -1.0; UBC9 SUMO inh: -4.5

What do the screens show for `CCOCCCNC(=O)C(NC(=O)c1ccccc1O)c1ccc(Cl)cc1` (stereo unspecified)?
IMP-1 inh: -1.6; VIM-2 inhibitor: -1.2; IDE act: 2.3; FID counter: -14.2; MEKK3 PB1 HTS: 102.0; PHOSPHO1 block: -33.9; NS3 helicase inh: 2.2; pCIP destab: 7.2; UBC9 SUMO inh: -0.6

How did O=C(Cn1c(=O)n(-c2ccccc2)c(=O)c2oc3ccccc3c21)Nc1ccccc1 do in these assays?
IMP-1 inh: -5.1; VIM-2 inhibitor: -1.9; IDE act: 1.1; FID counter: 0.2; MEKK3 PB1 HTS: 131.0*; PHOSPHO1 block: -6.2; NS3 helicase inh: -6.7; pCIP destab: -18.2; UBC9 SUMO inh: -5.7

Results for COc1cc(NC(=O)c2cccnc2)ccc1NC(=O)c1ccccc1Cl ?
IMP-1 inh: -3.6; VIM-2 inhibitor: 0.3; IDE act: 4.0; FID counter: -22.5; MEKK3 PB1 HTS: 100.0; PHOSPHO1 block: 22.4; NS3 helicase inh: 1.1; pCIP destab: -3.4; UBC9 SUMO inh: -1.3

What do the screens show for `O=C(CCN1CCN(c2ccc(Cl)cc2)CC1)Nc1nccs1`?
IMP-1 inh: -3.8; VIM-2 inhibitor: -1.8; IDE act: 0.5; FID counter: -0.7; MEKK3 PB1 HTS: 101.0; PHOSPHO1 block: 3.4; NS3 helicase inh: -5.4; pCIP destab: -20.8; UBC9 SUMO inh: 3.0

How did Cc1cc(C)nc(OC(=O)c2c(Cl)cc(Cl)cc2Cl)n1 do in these assays?
IMP-1 inh: -0.8; VIM-2 inhibitor: -1.4; IDE act: -3.9; FID counter: -1.9; MEKK3 PB1 HTS: 100.0; PHOSPHO1 block: 29.2; NS3 helicase inh: -5.4; pCIP destab: -15.1; UBC9 SUMO inh: 6.1

Results for C=CCN1C(=O)S/C(=C\c2ccc3c(c2)n(C)c(=O)n3C)C1=O ?
IMP-1 inh: -1.7; VIM-2 inhibitor: -2.8; IDE act: -1.6; FID counter: 3.5; MEKK3 PB1 HTS: 100.0; PHOSPHO1 block: 10.7; NS3 helicase inh: -5.7; pCIP destab: -3.4; UBC9 SUMO inh: 0.2

How did COc1ccc(/C=N/NC(=O)c2ccc(Cl)cc2Cl)cc1COC(C)=O do in these assays?
IMP-1 inh: -1.0; VIM-2 inhibitor: -2.9; IDE act: 7.3; FID counter: -19.9; MEKK3 PB1 HTS: 97.0; PHOSPHO1 block: -20.2; NS3 helicase inh: 2.1; pCIP destab: -0.2; UBC9 SUMO inh: -9.0

How did O=C(NCCCn1ccnc1)c1ccc(Br)cc1 do in these assays?
IMP-1 inh: -3.8; VIM-2 inhibitor: 0.0; IDE act: 1.4; FID counter: -3.6; MEKK3 PB1 HTS: 107.0; PHOSPHO1 block: 29.2; NS3 helicase inh: -1.3; pCIP destab: 7.6; UBC9 SUMO inh: 6.5

What do the screens show for `COC(=O)c1cccc(NC(=O)c2cc(OC)c(OC)c(OC)c2Br)c1`?
IMP-1 inh: -0.4; VIM-2 inhibitor: -0.4; IDE act: 1.1; FID counter: -18.4; MEKK3 PB1 HTS: 86.0; PHOSPHO1 block: -10.5; NS3 helicase inh: 6.0; pCIP destab: -15.2; UBC9 SUMO inh: 14.4

How did COC1CCCCC1Nc1cc(C)ccc1C (stereo unspecified) do in these assays?
IMP-1 inh: -2.4; VIM-2 inhibitor: -2.4; IDE act: 1.1; FID counter: 2.6; MEKK3 PB1 HTS: 102.0; PHOSPHO1 block: 15.2; NS3 helicase inh: 1.8; pCIP destab: -3.9; UBC9 SUMO inh: 4.5

How did O=C(NCCNCCO)c1c(O)c2cccc3c2n(c1=O)CCC3 do in these assays?
IMP-1 inh: -1.5; VIM-2 inhibitor: 10.0*; IDE act: 7.8; FID counter: 13.7; MEKK3 PB1 HTS: inconclusive; PHOSPHO1 block: -29.9; NS3 helicase inh: 7.8; pCIP destab: -4.9; UBC9 SUMO inh: 21.4

How did CCC(=O)Nc1cccc(C2=NOC3(C2)C[C@@H](C(N)=O)N(C(=O)CC(c2ccccc2)c2ccccc2)C3)c1 (stereo partly specified) do in these assays?
IDE act: 4.8; MEKK3 PB1 HTS: 81.0; PHOSPHO1 block: 13.3; pCIP destab: -2.7; UBC9 SUMO inh: 2.5

Results for CCOc1ccc(NC(=O)c2c(NC(=O)CN3CCN(C)CC3)sc3c2CCC3)cc1 ?
IMP-1 inh: 4.7*; VIM-2 inhibitor: 9.6*; IDE act: -3.2; FID counter: 21.9; MEKK3 PB1 HTS: 102.0; PHOSPHO1 block: 32.7; NS3 helicase inh: -32.0; pCIP destab: -8.7; UBC9 SUMO inh: 12.6

Results for Cc1cccc(Cn2c(C)nc3c(N)c(C)c(C)cc32)c1 ?
IMP-1 inh: -1.6; VIM-2 inhibitor: -1.8; IDE act: 0.2; FID counter: -2.7; MEKK3 PB1 HTS: 101.0; PHOSPHO1 block: 20.3; NS3 helicase inh: -13.2; pCIP destab: 7.1; UBC9 SUMO inh: -29.0

What do the screens show for `Cc1ccsc1/C=N/Nc1ccc(F)cc1F`?
IMP-1 inh: -2.5; VIM-2 inhibitor: -0.5; IDE act: 2.2; FID counter: -10.3; MEKK3 PB1 HTS: 110.0; PHOSPHO1 block: 22.2; NS3 helicase inh: -4.5; pCIP destab: -1.3; UBC9 SUMO inh: 20.8

How did OC(CNCc1ccccc1F)(c1ccc(F)cc1)c1ccc(F)cc1 do in these assays?
IMP-1 inh: -1.8; VIM-2 inhibitor: 0.7; IDE act: 4.0; FID counter: 15.5; MEKK3 PB1 HTS: 68.0; PHOSPHO1 block: 3.6; NS3 helicase inh: -16.8; pCIP destab: 1.9; UBC9 SUMO inh: -4.1

What do the screens show for `COc1ccc(N(CC(=O)NCC2CCCO2)S(=O)(=O)c2c(C)noc2C)cc1` (stereo unspecified)?
IMP-1 inh: -2.5; VIM-2 inhibitor: -3.9; IDE act: 2.5; FID counter: -11.6; MEKK3 PB1 HTS: 100.0; PHOSPHO1 block: 54.0; NS3 helicase inh: -3.0; pCIP destab: -16.7; UBC9 SUMO inh: 4.9
